# Bioassay records from PubChem BioAssay.
# SKN-1 inh: inhibitors of C. elegans SKN-1 | C. elegans VP596 Pgst-4::GFP/RFP ratio, acrylamide-induced, 24 h | inhibition, % at 21.8 µM | hit rate 0.49% among 360,000 | AID 624304;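 active = interference check ratio from 0.5 to 1.5 plus GFP to RFP signal ratio inhibition reaching or exceeding a fixed threshold, cut at about 30% in these data, passing the limit was not always enough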; also: some compounds called inactive have numbers as strong as hits
# Tb MetRS inh: blocks T. brucei methionyl-tRNA synthetase activity | purified T. brucei MetRS, ATP depletion, Kinase-Glo luminescence | hit rate 0.4% among 360,000 | inhibition, % at 11.9 µM;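 active = inhibition above a per-plate cutoff of the control wells' mean inhibition plus 3 SD, cut at about 5.5% in these data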;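 also: 0% = DMSO wells median and 100% = median of wells with control inhibitor compound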
#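 Test system: purified T. brucei MetRS enzyme. Also added: ATP, methionine and E. coli bulk tRNA substrates. Compound: 11.9 µM single point. Schedule: 15 min enzyme-compound preincubation, 2 h reaction, 10 min detection, 25 °C. Signal: luciferase luminescence of residual ATP, Kinase-Glo. Evaluation: percent inhibition versus plate control medians. Controls: DMSO wells, low control.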
# MsrA inh: inhibits bovine methionine sulfoxide reductase A | purified bovine MsrA, absorbance read-out | AID 651718 | inhibition, % at 15.5 µM | hit rate 0.75% among 360,000; in the data active = inhibition above about 4.5%;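 also: 0% = vehicle wells with enzyme and 100% = reference inhibitor wells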
# MT1-MMP act inh: MT1-MMP (human) activation inhibition; P50281; HT1080 RFP-PRO-GFP cells, GFP/RFP ratio fluorescence, overnight; percent of plate control window, DMSO zero; GFP/RFP ratio change, % at 20 µM; hit rate 0.061% among 360,000; AID 651647;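 active = GFP/RFP ratio change of at least 30% with cell ATP level not reduced by more than half and red fluorescence within 50% of control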; also: strong numbers were not always called active
#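 Assay system: HT1080 cells carrying an RFP-PRO-GFP reporter | Dosing: Single dose of 20 µM compound, 1% DMSO final | Incubation: Cells overnight before dosing, compound overnight, 37 °C, 5% CO2 | Evaluation: GFP/RFP fluorescence ratio | Control set: DMSO and RFP-L50D-GFP cell wells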
# CendR NRP1 mod: modulators of CendR peptide binding to human neuropilin-1 | FAM-RPARPAR peptide binding to NRP-1, fluorescence polarization | AID 602438 | inhibition, % at 25 µM | hit rate 0.85% among 360,000 | O14786;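 active = inhibition or corrected inhibition above about 18%, plus a signal ratio from 0.5 to 1.5, limit read from the data, passing the limit was not always enough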; also: strong numbers were not always called active
# FAS-TE inh: blocks the thioesterase domain of human fatty acid synthase; P49327; AID 602261; hit rate 0.67% among 360,000; recombinant FAS-TE, OMFH fluorogenic substrate, fluorescence endpoint; inhibition, % at 15 µM;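 active = compounds whose normalised, plate-corrected inhibition of enzyme fluorescence in the single-dose primary screen is 50% or more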;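 also: 0% = DMSO with enzyme and 100% = substrate without enzyme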
# MsrA act: bovine methionine sulfoxide reductase A activation; purified bovine MsrA, absorbance read-out; activation, % at 10.6 µM; hit rate 0.3% among 360,000; in the data active = activation above about 7.5%;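 also: 0% = vehicle and 100% = reference activator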
# PABP1 MLLE inh: inhibitors of microRNA-mediated deadenylation, human PABP1 MLLE binding; GST-MLLE / FITC-PAM2 fluorescence polarization; inhibition, % at 20 µM; hit rate 0.36% among 360,000; in the data active = inhibition above about 35%, passing the limit was not always enough;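 also: plate controls were DMSO wells with GST-MLLE for no effect and wells lacking GST-MLLE protein for full effect; some results filed as inactive read as strong as hits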
# eLon inh: inhibits E. coli Lon protease. P0A9M0. purified E. coli Lon protease, fluorescence polarization. inhibition, % at 7.94 µM. hit rate 0.42% among 360,000. AID 602123; in the data active = inhibition above about 13%, passing the limit was not always enough;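 also: 0% = enzyme with probe and DMSO and 100% = no enzyme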
# Target sequence (P0A9M0 whole entry, looked up): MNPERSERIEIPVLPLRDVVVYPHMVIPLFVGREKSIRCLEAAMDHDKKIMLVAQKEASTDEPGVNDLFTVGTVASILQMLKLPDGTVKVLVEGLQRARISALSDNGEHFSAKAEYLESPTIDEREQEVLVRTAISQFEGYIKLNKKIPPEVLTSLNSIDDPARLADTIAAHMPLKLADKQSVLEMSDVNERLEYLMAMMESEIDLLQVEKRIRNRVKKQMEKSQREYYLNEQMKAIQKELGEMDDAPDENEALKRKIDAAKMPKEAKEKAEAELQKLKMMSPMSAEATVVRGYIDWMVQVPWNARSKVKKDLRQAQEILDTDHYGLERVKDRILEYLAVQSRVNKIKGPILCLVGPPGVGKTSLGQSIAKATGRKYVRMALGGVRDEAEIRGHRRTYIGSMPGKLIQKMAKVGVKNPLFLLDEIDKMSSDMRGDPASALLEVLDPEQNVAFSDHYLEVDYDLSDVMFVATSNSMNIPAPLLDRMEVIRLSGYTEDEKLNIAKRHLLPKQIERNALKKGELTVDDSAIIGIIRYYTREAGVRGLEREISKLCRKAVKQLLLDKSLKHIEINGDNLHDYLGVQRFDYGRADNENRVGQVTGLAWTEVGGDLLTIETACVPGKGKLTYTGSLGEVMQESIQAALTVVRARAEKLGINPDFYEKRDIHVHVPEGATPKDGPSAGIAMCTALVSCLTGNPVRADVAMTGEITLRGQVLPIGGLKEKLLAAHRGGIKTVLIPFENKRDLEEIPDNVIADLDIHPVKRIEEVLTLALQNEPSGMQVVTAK
# An asterisk follows results filed as active; / = no result given.
Molecule	SKN-1 inh	Tb MetRS inh	MsrA inh	MT1-MMP act inh	CendR NRP1 mod	FAS-TE inh	MsrA act	PABP1 MLLE inh	eLon inh
CC(C)(C)OC(=O)N[C@@H](Cc1ccccc1)C(=O)NCC1CCC(C(=O)N[C@@H](CC(=O)O)C(=O)O)CC1 (stereo partly drawn)	-14	-2.0	0.6	-9	9	-6	-13	3	5
Cc1cc(C)c(OCC(O)CNC(C)(C)C)c(C)c1 (stereo not drawn)	15	-0.5	-2.2	3	9	-8	-6	22	-1
CCOC(=O)C1CCCN(Cc2nc(Cc3ccccc3Cl)no2)C1 (stereo not drawn)	4	0.1	-0.5	-5	5	-5	-10	-3	-5
CCOC(=O)c1c(NC(=O)CSc2nnc3c(n2)[nH]c2ccc(F)cc23)sc(C(C)=O)c1C	13	-0.6	-1.1	0	6	1	-9	19	-2
CC(C)C(NS(=O)(=O)c1ccccc1F)C(=O)OCC(=O)NCc1ccco1 (stereo not drawn)	9	-0.4	0.7	0	0	-4	-4	8	-13
Cc1ccc(OCCn2c(C)nc3ccccc32)cc1	-8	-0.4	-0.7	-2	-14	1	-2	1	-12
Cc1c(OC(C)C(=O)NC(Cc2c[nH]c3ccc(O)cc23)C(=O)O)ccc2c1oc(=O)c1ccccc12 (stereo not drawn)	4	0.3	0.9	5	-19	-4	-6	7	4
CC(=O)Nc1ccc(OCC(O)CN2CCN(c3ccccc3Cl)CC2)cc1 (stereo not drawn)	21	0.4	-0.4	4	-5	-2	-1	-1	1
CCOC(=O)c1ccc2cccc(C)n2c1=O	4	-1.2	/	3	-3	-7	-10	5	0
Cc1ccc(F)cc1NC(=O)c1ccc2c(c1)OCO2	23	0.1	0.6	-7	4	-5	-2	5	4
N#Cc1c(-c2ccccc2Cl)cc(C2CC2)nc1N	6	-0.5	0.1	-1	6	3	4	-144	-9
CS(=O)(=O)c1ccc2nc(NC(=O)C3CC3)sc2c1	-7	-0.2	-0.6	-6	5	-3	-4	3	5
COc1cccc(CNCc2ccccn2)c1OC	-7	-0.3	1.2	3	-18	-6	-1	-8	-2
COc1ccccc1OCC(=O)NNc1c2ccccc2nc2ccccc12	-1	0.3	1.0	13	-7	6	-4	12	6
COc1ccc(-n2nc3c(c2NC(=O)c2cc(Br)ccc2Cl)CS(=O)C3)cc1 (stereo not drawn)	18	0.5	0.2	-3	-3	-2	0	-3	-2
O=C(O)CCC(=O)Nc1ccccc1N1CCOCC1	-8	-0.6	0.2	1	11	-8	3	1	-2
CCOC(=O)C1CCN(C(=O)c2cc(C(C)(C)C)nn2Cc2ccccc2)CC1	7	0.2	-0.8	-2	12	-3	0	-3	-3
COc1ccccc1NC(=S)NCCc1ccc(Cl)cc1	-14	-0.7	-1.0	8	-2	4	-9	-12	1
CCCCn1c(-c2csc(CCC)c2)n[nH]c1=S	11	-0.9	-0.9	4	9	0	-2	-74	-1
O=C(COc1ccc(Cl)cc1)NCCN1CCCC1	16	-0.5	-1.1	-1	8	-2	-4	-12	-6
CCCC(=O)OCC(=O)c1[nH]c(C)c(C(C)=O)c1C	12	-0.1	0.6	2	0	-7	-2	8	-4
COc1ccc(N2C(=O)[C@@H]3C(c4cccnc4)=NO[C@@H]3C2=O)cc1	7	-0.4	0.1	2	12	-7	-3	14	4
CC(C)Cc1nnc(NC(=O)CCC(=O)N2CCN(c3ccccc3)CC2)s1	-11	-0.7	0.1	2	8	3	-13	9	-4
CCOC(=O)Cc1csc(NC(=O)COc2ccc(C)cc2)n1	1	-0.6	0.1	2	-3	0	-2	3	-2
Cc1ccnc(NC(=O)CCC(=O)N(CC(=O)NCc2ccccc2)Cc2ccco2)c1	-16	-0.4	0.8	-2	20	-3	-3	2	-2
CC(=O)Nc1nc(-c2ccc(Cl)cc2)ns1	14	-0.5	-0.1	-1	-15	2	-4	-10	-22
CCOC(=O)c1ccc(S(=O)(=O)N2CCC(N3CCCCCC3)CC2)cc1	-4	-0.1	-0.5	-2	-3	-8	0	3	1
Cc1ccc(C(=O)N/N=C(/CC(=O)c2cccs2)C(F)(F)F)cc1	3	-0.8	-0.1	-6	-14	1	-4	16	-5
COc1ccc(N2CCN(C(=O)c3c(Cl)cnn3C)CC2)cc1	3	-0.3	1.5	3	0	-6	-8	-2	11
C=C1C(=O)[C@]23C[C@H]1CC[C@H]2[C@]1(C)[C@@H](OC(C)=O)CC[C@@](C)(C(=O)O)[C@H]1C[C@@H]3OC(C)=O	9	-0.2	-0.6	1	12	-4	-2	9	6
CN(C)S(=O)(=O)c1cccc(NC(=O)COC(=O)c2cccnc2Cl)c1	1	-0.1	-1.2	0	-5	-6	-1	21	-6
c1cncc(Nc2c3ccccc3nc3ccccc23)c1	17	1.6	3.5	2	6	2	-12	-3	25*
CN(C)C(=O)N1CCC(C(=O)NCc2ccc3c(c2)OCO3)CC1	0	-0.7	-0.3	1	3	-7	-3	0	-12
O=C(COC(=O)c1cc([N+](=O)[O-])ccc1N1CCOCC1)Nc1ccccc1OC(F)F	12	-0.2	3.2	4	-8	74*	0	-7	1
CCc1nn(CC(=O)NCCCN(Cc2ccccc2)C(C)C)c(=O)c2cc3sccc3n12	-1	-1.1	-0.7	4	-5	-8	-12	0	-8
O=C(CN1C(=O)c2ccccc2C1=O)NC1CCC(O)CC1 (stereo not drawn)	8	-0.4	0.6	-1	25*	-6	-3	2	-4
Cc1ccc2cc3cc(C(=O)N(CC(=O)NC4CCCC4)c4cccc(C)c4C)sc3nc2c1	12	0.2	-0.7	-27	-3	34	0	-3	-6
CC1(C)S[C@@H]2[C@H](NC(=O)COc3ccccc3)C(=O)N2C1C(=O)OCc1ccccc1 (stereo partly drawn)	4	-0.1	0.0	-2	26*	24	8.6*	4	1
NC(=O)CSc1nnc(-c2cnccn2)n1-c1ccccc1	-7	-0.1	1.5	1	5	-3	-1	14	0
O=S(=O)(c1ccc(F)cc1)N1CCN(c2ncccn2)CC1	0	-0.1	3.4	2	-2	1	-2	6	-6
C/C=C1\NC(=O)[C@H](C)NC(=O)[C@@H](NC(=O)[C@@H](Cc2ccc(O)cc2)NC(=O)[C@@H](NC(=O)/C(C)=C/C)C(C)C)[C@@H](C)OC(=O)[C@H](CCCCc2ccc(O)cc2)NC(=O)[C@@H](CCC(=O)O)NC1=O	-2	0.2	-1.1	1	-2	-8	-3	13	-1
CC1(C)OC(=O)C(=CNCC(=O)NCC(=O)O)C(=O)O1	14	-0.9	1.2	-2	7	-10	-9	3	-4
O=C(Cc1cccs1)N1CCC(c2nc3c(nnn3Cc3ccccc3)c(=O)[nH]2)CC1	-1	0.1	-1.6	-1	-2	-1	-2	7	-1
COc1ccc(C(=O)c2ccc(N3CCOCC3)c([N+](=O)[O-])c2)cc1	13	-1.1	4.6*	2	4	3	-4	-21	2
CC(=O)c1cccc(NC(=O)c2c(F)c(F)c(F)c(F)c2F)c1	0	-1.4	-0.5	/	10	-3	-11	10	-7
Cc1cc(C)cc(CC(=O)N2CCC2(C)C(=O)NS(=O)(=O)c2ccccc2Cl)c1 (stereo not drawn)	17	-0.2	-0.4	1	12	-9	-3	6	-1
CCN(CC)S(=O)(=O)c1cccc(NC(=O)c2ccc(Sc3nncn3C)c([N+](=O)[O-])c2)c1	-4	0.1	0.2	-1	2	16	-4	-53	2
Cc1cnc([N+](=O)[O-])n1CCOC(=O)NC(=O)c1ccccc1	1	-0.8	1.1	1	-12	1	-5	12	10
O=C(c1cccs1)N(C(=O)c1cccs1)c1ccc(Br)cn1	28	0.0	-0.2	22	-4	-1	-2	-3	0
O=C(Nc1cccs1)Nc1ccccc1Br	4	-0.8	2.5	/	3	7	-2	18	-12
CC1=C(C(=O)N(C)C)C(c2ccc(C)s2)NC(=S)N1 (stereo not drawn)	-2	-0.8	0.6	-3	-2	-3	1	27	-7
Cc1cc(C(=O)OCC(=O)NCc2ccc(Cl)cc2)c(C)o1	-8	-0.2	1.4	0	-4	-6	-5	4	-8
O=C(O)C1CCCCN1C(=O)c1ccc(S(=O)(=O)N2CCCCCC2)cc1 (stereo not drawn)	6	-0.3	-0.4	-1	-2	-4	-2	-9	-9
O=C(O)c1cccc(C(=O)O)c1	5	1.8	0.4	5	6	-2	0	-5	-13
COc1ccc([N+](=O)[O-])cc1NC1C2CC3CC(C2)CC1C3 (stereo not drawn)	13	-1.0	0.4	5	16	2	3	-5	4
Cn1c2ccccc2c(=O)c2cc(C#Cc3ccsc3)ccc21	1	-0.3	-0.5	-2	-6	4	-3	-18	-12
CC1(C(=O)Nc2ccc3c(c2)OCO3)CCN1C(=O)CCc1cccs1 (stereo not drawn)	-2	-0.2	-0.3	5	2	-3	2	13	-1
Cc1cc(=O)n(Cc2ccco2)c(=S)[nH]1	0	1.5	-0.5	4	-3	-7	0	-72	0
O=C1CC(NNc2nc3ccccc3s2)C(=O)N1c1ccc(F)cc1 (stereo not drawn)	-5	-0.4	-0.4	1	-1	5	2	2	-1
Cn1c2ccccc2c2cc([N+](=O)[O-])ccc21	13	0.1	-0.5	-3	-2	23	-4	-14	2

# By substructure: those above with fluorine.
Molecule	SKN-1 inh	Tb MetRS inh	MsrA inh	MT1-MMP act inh	CendR NRP1 mod	FAS-TE inh	MsrA act	PABP1 MLLE inh	eLon inh
CCOC(=O)c1c(NC(=O)CSc2nnc3c(n2)[nH]c2ccc(F)cc23)sc(C(C)=O)c1C	13	-0.6	-1.1	0	6	1	-9	19	-2
CC(C)C(NS(=O)(=O)c1ccccc1F)C(=O)OCC(=O)NCc1ccco1 (stereo not drawn)	9	-0.4	0.7	0	0	-4	-4	8	-13
Cc1ccc(F)cc1NC(=O)c1ccc2c(c1)OCO2	23	0.1	0.6	-7	4	-5	-2	5	4
Cc1ccc(C(=O)N/N=C(/CC(=O)c2cccs2)C(F)(F)F)cc1	3	-0.8	-0.1	-6	-14	1	-4	16	-5
O=C(COC(=O)c1cc([N+](=O)[O-])ccc1N1CCOCC1)Nc1ccccc1OC(F)F	12	-0.2	3.2	4	-8	74*	0	-7	1
O=S(=O)(c1ccc(F)cc1)N1CCN(c2ncccn2)CC1	0	-0.1	3.4	2	-2	1	-2	6	-6
CC(=O)c1cccc(NC(=O)c2c(F)c(F)c(F)c(F)c2F)c1	0	-1.4	-0.5	/	10	-3	-11	10	-7
O=C1CC(NNc2nc3ccccc3s2)C(=O)N1c1ccc(F)cc1 (stereo not drawn)	-5	-0.4	-0.4	1	-1	5	2	2	-1
